# Source: PubChem BioAssay
# tim23-1 inh: inhibits growth of tim23-1 mutant yeast; S. cerevisiae tim23-1 growth, BacTiter-Glo luminescence, 24 h; inhibition, % at 20 µM; 330,000 tested, 1.3% active;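 active = growth inhibition of the mutant yeast at or above 50%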;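 also: temperature-sensitive mutant grown at 25 °C; plate controls were DMSO-treated mutant yeast for no effect and medium wells lacking yeast for full effect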
# Jurkat NFkB inh: inhibitors of the PMA/ionomycin-induced NF-kB reporter in Jurkat cells; PMA/ionomycin-induced NF-kB luciferase reporter, luminescence; inhibition, % at 4 µM; 330,000 tested, 0.53% active; AID 435003; in the data active = inhibition above about 50%
# 697 NFkB inh: inhibitors of the PMA/ionomycin-induced NF-kB reporter in 697 B cells; inhibition, % at 4 µM; 330,000 tested, 0.33% active; AID 435022; 697 B-cell NF-kB luciferase reporter, 16 h; in the data active = inhibition above about 35%
# UPR XBP1 act: adaptive UPR (XBP1) activation. CHO-XBP1 luciferase reporter, IRE1-XBP1 UPR activation, luminescence; percent of tunicamycin response, DMSO as zero. activation, % at 20 µM. 330,000 tested, 0.33% active;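 active = versus positive control, 20 µM dose yields 30% or more activation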;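 also: 100% = tunicamycin at 10 µg/mL and 0% = DMSO only wells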
#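 Material – CHO cell line with stable XBP1 luciferase reporter · Buffer or medium – F12 plus 10% FBS · Compound – single point, 20 µM final compound, 1% DMSO · Schedule – 16-18 h cell attachment at 37 °C, then 6 h compound exposure · Signal – Steady-Glo luminescence read · Benchmarks – high control tunicamycin 10 µg/mL final, low control DMSO vehicle only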
# CHOP UPR activ: activators of apoptotic arm of unfolded protein response (CHOP). CHO-CHOP luciferase reporter, UPR activation, luminescence; percent of tunicamycin response over DMSO baseline. activation, % at 10 µM. 330,000 tested, 0.34% active. AID 449763;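 active = at 10 µM dose, activation of 40% or more, normalized to positive control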;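 also: 100% = tunicamycin at 10 µg/mL and 0% = DMSO alone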
#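 Assay system: CHO cells with stable CHOP pathway luciferase reporter; Buffer or medium: F12 plus 10% serum; Times: 16-18 h cell attachment, then 6 h compound exposure, 37 °C; Signal: luciferase luminescence; Read-out basis: percent activation relative to tunicamycin control; Control set: tunicamycin high control, DMSO low control.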
# Mdm2 MdmX PPI: inhibitors of human Mdm2/MdmX interaction | AID 485346 | 330,000 tested, 3% active | inhibition, % at 8 µM | SaOS-2 split-luciferase Mdm2/MdmX complementation, luminescence | O15151+Q00987;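 active = inhibition of at least 50% at 8 µM in the primary screen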
# Target sequence (O15151 whole entry, looked up): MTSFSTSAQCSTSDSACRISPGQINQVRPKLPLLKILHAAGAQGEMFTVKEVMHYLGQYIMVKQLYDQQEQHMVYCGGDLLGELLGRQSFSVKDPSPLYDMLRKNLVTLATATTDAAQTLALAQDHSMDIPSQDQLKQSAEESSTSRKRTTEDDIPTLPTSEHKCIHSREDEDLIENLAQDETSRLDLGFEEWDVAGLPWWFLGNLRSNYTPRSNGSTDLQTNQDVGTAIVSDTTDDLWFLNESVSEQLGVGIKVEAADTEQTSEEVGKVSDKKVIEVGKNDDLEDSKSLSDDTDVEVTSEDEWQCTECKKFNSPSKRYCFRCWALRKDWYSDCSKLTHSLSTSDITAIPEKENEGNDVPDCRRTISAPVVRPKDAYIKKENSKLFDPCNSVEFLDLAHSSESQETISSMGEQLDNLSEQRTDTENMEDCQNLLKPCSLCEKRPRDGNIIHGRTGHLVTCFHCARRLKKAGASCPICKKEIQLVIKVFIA
# Target sequence (Q00987 whole entry, looked up): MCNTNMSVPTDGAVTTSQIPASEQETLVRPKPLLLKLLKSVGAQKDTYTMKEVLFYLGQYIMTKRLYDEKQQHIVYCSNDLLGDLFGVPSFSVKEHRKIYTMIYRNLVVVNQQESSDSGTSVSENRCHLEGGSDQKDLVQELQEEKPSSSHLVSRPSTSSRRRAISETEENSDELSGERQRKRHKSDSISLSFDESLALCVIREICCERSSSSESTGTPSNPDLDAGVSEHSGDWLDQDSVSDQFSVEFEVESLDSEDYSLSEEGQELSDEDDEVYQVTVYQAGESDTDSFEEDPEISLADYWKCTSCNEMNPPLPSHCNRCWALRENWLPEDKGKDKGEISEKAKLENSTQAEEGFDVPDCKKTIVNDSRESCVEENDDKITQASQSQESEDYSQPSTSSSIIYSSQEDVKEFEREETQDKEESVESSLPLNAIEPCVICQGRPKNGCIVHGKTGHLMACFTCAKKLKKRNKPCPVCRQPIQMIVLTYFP
# APJ ag: APJ receptor agonism | CHO-K1 APJ PathHunter beta-arrestin, luminescence; 0% DMSO wells, 100% apelin | AID 2520 | P35414 | 330,000 tested, 0.11% active | activation, % at 20 µM;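 active = activation more than six SD over the plate average, tested at 20 µM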;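 also: 0% = DMSO alone and 100% = apelin-13 at 10 nM; some results filed as inactive read as strong as hits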
#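 Test system: CHO-K1 APJ beta-arrestin complementation cell line. Amount: cell density 1000 per well. Controls: DMSO negative, 10 nM Apelin-13 positive. Signal: luminescent beta-gal fragment complementation, chemiluminescent substrate. Read-out basis: agonist-driven arrestin binding to APJ. Timing: compound stimulation 90 min at 25 °C, detection 60 min.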
# APJ antag: APJ receptor antagonism; CHO-K1 APJ beta-arrestin complementation, luminescence; inhibition, % at 20 µM; 330,000 tested, 0.32% active;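 active = inhibition above about 40% at 20 µM, limit read from the data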;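 also: cells challenged with 10 nM apelin-13 agonist together with compound; plate controls were apelin-13 plus DMSO wells for no effect and DMSO wells lacking apelin-13 for full effect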
# The depositor's hits bear a star; / = not tested or not shown.
# Values run as follows: UPR XBP1 act, APJ ag, APJ antag, Mdm2 MdmX PPI, 697 NFkB inh, Jurkat NFkB inh, CHOP UPR activ, tim23-1 inh
O=C(N/N=C/c1ccco1)c1cc(Br)ccc1OCc1ccccc1
 : -2.4, 0.7, -6.2, 28.0, 12.0, 9.5, -1.6, -14.5
O=S(=O)(c1cccs1)N1CCN(CC(O)COC2CCCc3ccccc32)CC1 (stereo not drawn)
 : -0.2, -3.0, 1.9, 9.3, 3.9, -9.0, 2.6, 20.9
CCOc1ccc(S(=O)(=O)N2CCN(C(=O)c3ccc(-n4cncn4)c([N+](=O)[O-])c3)CC2)cc1
 : -1.2, 1.9, -72.8, 13.6, 8.9, 7.9, 1.2, -15.6
N#CC(C(=O)NC1CCCCC1)c1nc2ccccc2nc1N1CCN(c2ccccc2F)CC1 (stereo not drawn)
 : -3.1, -3.7, 16.7, 9.7, -13.3, -7.8, -1.2, 4.6
CC1CC(C)CN(C(=O)CN(C)S(=O)(=O)c2ccc3c(c2)c(=O)n(C)c(=O)n3C)C1 (stereo not drawn)
 : -2.1, 3.7, 1.0, 8.8, -11.1, 1.3, 2.3, 18.9
O=C(Nc1nnc(COc2ccccc2)s1)C1CCN(S(=O)(=O)c2ccc(Cl)cc2)CC1
 : -0.4, 0.3, -14.4, 41.8, 18.5, 4.9, 1.6, -2.2
CCCCOc1ccccc1C1NC(=O)NC(C)=C1C(=O)OCc1ccco1 (stereo not drawn)
 : -1.3, 2.4, -0.2, 3.5, -1.1, 4.5, 1.1, 25.1
CCCC1CC(C)(C(=O)Cn2[nH]c(=O)ccc2=O)OC1=O (stereo not drawn)
 : -0.4, 1.2, -20.2, 11.3, -13.0, -0.4, 1.4, -10.3
COc1cccc(-c2cccc(NC(=O)C3CCN(Cc4ccon4)CC3)c2)c1
 : -6.7, 5.3, 1.5, 4.5, 0.4, 14.8, -0.2, -3.3
Cc1ccc(C(=O)CSc2nnc(-c3ccc4[nH]c(C)c(C)c4c3)o2)cc1C
 : -1.0, -1.8, -4.4, 51.4*, 19.0, 4.7, 0.4, -22.4
CC(C)(C)C1CCC2(CC1)C(C#N)=C(SCC(=O)NC1CCCCC1)NC(=O)C2C#N (stereo not drawn)
 : 1.1, -0.6, 12.7, 33.2, -20.5, 6.5, -2.8, 34.0
O=C(NCc1ccc(F)cc1)c1cccnc1
 : -3.0, -1.3, 10.1, 19.3, -2.4, -5.0, 1.0, -3.9
Cc1ccc(CSc2nnc(SCC(=O)N/N=C/C=C/c3ccco3)s2)cc1
 : -0.9, -4.1, 28.0, -0.6, 31.3, -1.7, 2.8, 10.5
Cc1ccc(S(=O)(=O)N2CCN(CC(=O)Nc3ccc([N+](=O)[O-])cc3)CC2)cc1C
 : 0.6, -1.8, -3.4, 7.2, 9.0, 10.1, 1.6, 15.1
COc1ccc(NC(=O)CN2c3cccc4cccc(c34)S2(=O)=O)cc1
 : -5.5, -0.1, -19.4, -7.9, 9.4, -3.2, -2.4, 11.6
COC(=O)C1=C(N)Oc2cc(C)n(Cc3ccccc3)c(=O)c2C1c1ccccc1 (stereo not drawn)
 : -1.4, -4.5, 6.8, 0.2, 11.8, 4.5, -2.1, 28.4
CCCc1c(C(=O)NNc2ccc(C)cc2)cnn1-c1ccccc1
 : -2.2, -8.4, 3.5, 5.3, 9.4, 21.1, -0.1, -2.3
COc1ccc(CNC(=O)COC(=O)c2ccc(C)c(S(=O)(=O)N3CCOCC3)c2)cc1
 : 1.1, -1.2, -6.5, 9.2, 2.0, 2.4, -0.4, 6.5
CC1CC(C)CN(C(=O)COC(=O)c2ccc(S(=O)(=O)N(C)c3ccccc3)cc2)C1 (stereo not drawn)
 : -1.9, -1.5, 2.4, -7.8, 14.9, 5.8, 2.1, 11.9
Cc1ccc(C)c(NC(=S)N2CCC(N(C)CC3CCCO3)CC2)c1 (stereo not drawn)
 : -1.5, -3.0, 4.2, 13.9, 11.2, -2.8, -1.4, 15.5
CCN(CC)S(=O)(=O)c1ccc2c(c1)nc(CCC(=O)Nc1ccc3c(c1)OCO3)n2C
 : -2.9, 3.3, -15.8, 7.6, 14.8, 14.4, -1.3, 8.0
OCCC1CN(Cc2cccs2)CCN1Cc1ccccc1 (stereo not drawn)
 : 0.9, -4.0, 1.7, 3.4, -17.1, -2.6, 8.9, 13.1
CCOC(=O)/C=C/c1nc(C(=O)OCC)c(C)c(=O)[nH]1
 : -5.7, -3.3, 19.5, -18.5, 9.9, 1.6, 0.3, 1.1
Cc1cc(C)n2nc(CC(=O)NCc3ccc(F)cc3)nc2n1
 : -1.8, -1.8, -6.3, -4.6, 15.9, -5.8, -1.7, -4.8
CCCc1ccc2oc(C(=O)N(Cc3ccncc3)CC3CCCO3)c(C)c2c1 (stereo not drawn)
 : -0.7, 12.7, 11.4, 17.0, -107.9, -22.0, 0.6, 41.8
CC(C)C(c1nnnn1C1CCCC1)N1CCC(C(N)=O)CC1 (stereo not drawn)
 : -2.0, -1.8, -9.2, -23.9, 9.4, 12.6, 0.9, -2.4
COc1ccc2ccccc2c1/C=N/NC(=S)Nc1cc(S(=O)(=O)N2CCOCC2)ccc1N1CCOCC1
 : 0.1, 3.4, 8.4, 24.1, -3.3, 9.1, 3.2, 28.1
C[C@]12c3[nH]c4ccc(Cl)cc4c3CCN1C(=O)[C@@H](CC(=O)NCCCn1ccnc1)C[C@@H]2C(=O)N1CCCCC1
 : 1.9, /, /, 0.1, 9.7, /, 1.7, 29.5
COc1ccccc1NC(=O)c1ccccc1C(=O)Nc1ccccc1OC
 : -7.1, 0.7, 8.1, 16.8, 4.2, 4.3, 0.1, 30.9
Cc1cc(C(=O)CCC(=O)Nc2ccc(S(N)(=O)=O)cc2)c(C)s1
 : -0.1, -3.0, 16.4, 18.6, 4.8, 8.6, -1.3, -15.0
CCC1(CC)C(=O)C2=C3C1[C@H](C(=O)OC)C=C(C(=O)OC)C[C@H]3[C@H]1C(=O)N(Cc3ccccc3)C(=O)[C@H]1[C@H]2C (stereo partly drawn)
 : -0.1, 0.2, 4.1, 18.0, 1.5, 14.7, -0.4, 20.0
N#CCCN(C(=O)COC(=O)CCNS(=O)(=O)c1ccccc1)c1ccccc1
 : -0.7, -2.9, -55.4, -1.2, 17.2, -3.2, -0.6, -4.2
O=C(COC(=O)COc1ccccc1)Nc1cccnc1Cl
 : 2.6, -2.1, -2.0, -12.0, -0.5, 0.3, 3.7, -1.0
CCCOc1ccc(NC(=O)C2CC(=O)N/C(=N/N=C(\C)CCc3ccc4c(c3)OCO4)S2)cc1 (stereo not drawn)
 : -0.1, -2.7, -16.1, 7.4, 25.5, 7.2, 3.7, 15.9
CN1CCN(CCCNC(=O)c2nnc(Cc3c(F)cccc3Cl)o2)CC1
 : -0.6, -4.9, 6.2, 2.3, -5.9, 7.9, -0.2, -14.1
CC(C)NOC(=O)c1ccc(Cl)cc1
 : -0.1, 1.7, -5.3, 17.9, -13.6, -4.2, 2.3, 6.4
Clc1ccc(Nc2ccccc2)nn1
 : -1.3, 0.6, -2.0, -9.3, -22.6, -4.2, 0.9, -5.4
CC(C)CC(NC(=O)C(NC(=O)OC(C)(C)C)C(C)C)C(=O)N1CCCC1C(N)=O (stereo not drawn)
 : 0.1, 1.5, 4.7, 17.4, 18.0, -5.1, 0.9, 3.3
Cc1cc(C)c(/C([O-])=C(/C(=S)Nc2ccc(SC(F)F)cc2)[n+]2ccccc2)cc1C
 : 2.7, -2.3, 8.4, -0.9, -45.3, -70.0, 4.0, 21.9
COc1ccccc1N1CCN(C(CNC(=O)C2CCCCC2)c2cccnc2)CC1 (stereo not drawn)
 : 0.1, -2.5, -4.7, 12.7, 7.9, 9.2, 1.3, 11.4
COc1ccc(CCNC(=O)c2cc(-c3ccccc3O)n[nH]2)cc1OC
 : 2.1, -0.8, -4.4, -17.0, -6.8, -8.2, -0.5, 26.1
CC(=O)CC(=O)Nc1nc(C)cc(C)n1
 : -1.4, 2.3, -13.2, -18.7, 5.2, 10.7, 0.4, 5.1
COCCn1nnnc1C(c1cc2cc(C)ccc2[nH]c1=O)N1CCc2ccccc21 (stereo not drawn)
 : -1.1, 4.0, -12.8, 12.6, -4.7, 5.2, -0.7, 7.7
Cc1ccccc1N1CCN(CCCCN2C(=O)C3CCCN3C2=O)CC1 (stereo not drawn)
 : -0.9, -1.2, 0.9, 10.4, -5.5, 8.9, 1.5, -10.5
COc1ccc2c(c1)CC(C1(O)C(=O)N(C)c3ccccc31)C2=O (stereo not drawn)
 : -1.1, -0.2, -0.5, 28.1, 24.7, -12.9, -0.6, 8.2
CC(C)(C)NS(=O)(=O)c1ccc2c(c1)oc(=O)c1cc(S(=O)(=O)NC(C)(C)C)ccc12
 : -0.4, -1.8, -4.2, -3.9, 12.4, 7.8, 0.5, 19.3
CCOC(=O)N1CCN(C(c2cccc(OC)c2)c2sc3nc(C)nn3c2O)CC1 (stereo not drawn)
 : -2.0, 3.8, 8.8, 25.5, 11.2, 6.7, 0.3, 12.4
Cn1c(CC(=O)Nc2ccc(F)cc2)nnc1SCC(=O)Nc1nncs1
 : -5.7, -3.3, 0.8, 6.2, -0.4, 10.9, -0.8, -11.1
OC(c1cccc(OCc2ccccc2)c1)c1nnc(-c2ccccc2)o1 (stereo not drawn)
 : 0.6, 5.5, -1.7, 8.7, -22.6, 1.1, 1.6, 17.2
O=c1oc2ccc(Cl)cc2cc1-c1ccccc1
 : 2.0, 0.1, 3.4, -15.8, -49.7, -34.4, 2.8, 1.1
COc1ccc(S(=O)(=O)N2CCN(C(=O)c3ccc(NC(C)=O)cc3)CC2)cc1
 : -2.1, 4.0, 9.3, 19.4, 13.1, 16.3, -1.5, 11.9
O=C(CCCSc1nc2ccccc2[nH]1)Nc1nnc(C2CC2)s1
 : -2.1, -1.7, -10.1, -0.4, -35.9, -18.6, -7.6, 20.9
O=C(NNC(=S)Nc1ccc(Br)cc1Cl)c1ccco1
 : 0.1, -2.3, 28.3, -116.6, -94.7, -54.2, 4.1, 21.1
Cc1ccc(CCNC(=O)c2coc3nc4ccccc4nc23)cc1
 : 2.6, 1.4, -10.9, -5.9, -58.8, -22.4, 2.1, 5.6
CCOC(=O)C1CCCN(C(=O)COC(=O)c2cccs2)C1 (stereo not drawn)
 : 3.2, -2.9, 4.1, -34.8, 12.3, 4.2, 2.0, 5.4
Cc1ccc(S(=O)(=O)N2CCN(C(=O)c3ccccc3)C2C(C)C)cc1 (stereo not drawn)
 : -1.8, -6.6, 14.9, 4.1, 7.7, -1.2, -2.8, 35.1
CC(C)(C)NC(=O)c1cc(NC(=O)c2cccs2)cc(NC(=O)c2cccs2)c1
 : 4.2, -0.3, 7.5, 26.3, 17.4, 1.5, 3.0, 3.3
Cc1ccc(-c2nnc(COc3cccc(-n4cnnn4)c3)o2)cc1
 : -0.2, -3.3, -7.7, 8.7, -3.0, 7.0, 1.4, -18.6

# Structural class: the entries above with a cyano group
# Values run as follows: UPR XBP1 act, APJ ag, APJ antag, Mdm2 MdmX PPI, 697 NFkB inh, Jurkat NFkB inh, CHOP UPR activ, tim23-1 inh
N#CC(C(=O)NC1CCCCC1)c1nc2ccccc2nc1N1CCN(c2ccccc2F)CC1 (stereo not drawn)
 : -3.1, -3.7, 16.7, 9.7, -13.3, -7.8, -1.2, 4.6
CC(C)(C)C1CCC2(CC1)C(C#N)=C(SCC(=O)NC1CCCCC1)NC(=O)C2C#N (stereo not drawn)
 : 1.1, -0.6, 12.7, 33.2, -20.5, 6.5, -2.8, 34.0
N#CCCN(C(=O)COC(=O)CCNS(=O)(=O)c1ccccc1)c1ccccc1
 : -0.7, -2.9, -55.4, -1.2, 17.2, -3.2, -0.6, -4.2
